Assay outcomes as filed in PubChem BioAssay.
Rab7 wt GTP bind: alters GTP binding to wildtype dog Rab7 | GST-Rab7 beads, fluorescent GTP binding, flow cytometry; actives lie on both sides; untreated = 100%, excess cold GTP = 0% | GTP binding activity (percent of control), % at 10 µM | 0.055% of 190,000 active;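 active = fluorescent GTP binding to Rab7 beads changed by at least 20 points from the 100% baseline, either direction, mostly lower; inconclusive = compound itself probably fluorescent, or too few beads counted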;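 also: median green fluorescence of bound Bodipy-FL-GTP per Rab7 bead population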
Mcl1-Bid inh: disrupts binding of human Mcl-1 to Bid peptide; Q07820; TR-FRET Mcl-1/Bid-Dy647 peptide binding, 1536-well; inhibition, % at 21.7 µM; 0.97% of 220,000 active;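 active = compounds that cut the binding signal by more than half at the single screening dose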;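 also: His-tagged Mcl-1 with europium anti-His antibody binding Bid BH3 peptide; 0% = Mcl-1 plus peptide wells and 100% = peptide-only wells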
Target sequence (Q07820 whole entry, looked up): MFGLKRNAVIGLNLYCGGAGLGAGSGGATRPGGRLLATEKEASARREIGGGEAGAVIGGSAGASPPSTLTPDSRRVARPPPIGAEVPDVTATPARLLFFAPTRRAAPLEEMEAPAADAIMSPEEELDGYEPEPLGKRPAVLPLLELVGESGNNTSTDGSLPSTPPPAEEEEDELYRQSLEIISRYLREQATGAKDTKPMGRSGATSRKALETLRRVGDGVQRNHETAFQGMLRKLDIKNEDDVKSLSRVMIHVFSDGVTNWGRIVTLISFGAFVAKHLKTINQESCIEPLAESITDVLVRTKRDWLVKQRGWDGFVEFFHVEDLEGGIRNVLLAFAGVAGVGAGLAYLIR
Mcl-1 Bim block: disrupts Bim peptide binding to human Mcl-1; inhibition, % at 10 µM; 0.1% of 190,000 active; Bead-based flow cytometry, Bim peptide-Mcl-1 binding; Q07820; in the data active = inhibition above about 40%;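 also: 0% = no compound tracer wells and 100% = peptide blocker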
Avidin bead fluor: avidin bead compound fluorescence profile; fluorescence (KMESF) at 10 µM; Avidin beads, compound fluorescence 488/530 nm, flow cytometry; active compounds read high; 0.38% of 220,000 active; in the data active = fluorescence above about 47; also: inactives centre near 10
Rac1 wt GTP bind: alters GTP binding to wildtype human Rac1; 0.27% of 190,000 active; AID 757; GTP binding activity (% of control), % at 10 µM; GST-Rac1 beads, fluorescent GTP binding, flow cytometry; actives lie on both sides; 0 = cold GTP competed, 100 = untreated; P63000;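 active = GTP binding activity at least 20 points away from the 100% control level, either lower or higher; inconclusive = compound flagged as likely green fluorescent, judged across all proteins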
Rab2A wt mod: changes GTP binding to wildtype dog Rab2A, up or down; P61105; GST-Rab2 wt beads, Bodipy-GTP binding, flow cytometry; GTP binding activity, % at 10 µM; 0.19% of 190,000 active; AID 760;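 active = GTP binding activity at least 20 points away from 100%, either lowered or raised; inconclusive = signal likely due to the compound's own green fluorescence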;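 also: 0% = beads with excess unlabeled GTP and 100% = no-compound control corrected for plate trend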
Mcl1-Noxa inh: disrupts binding of human Mcl-1 to Noxa peptide; 1.5% of 220,000 active; Q07820; AID 1022; inhibition, % at 21.7 µM; TR-FRET Mcl-1/Noxa peptide binding, 2 h;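 active = compounds that cut the protein-peptide binding signal by more than 50% relative to plate controls in a single-dose test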;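 also: His-tagged Mcl-1 with rhodamine Noxa BH3 peptide and terbium anti-His antibody; 0% = Mcl-1 plus Noxa peptide wells and 100% = peptide-only wells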
HRas wt GTP: changes GTP binding to wildtype human HRas; 0.14% of 190,000 active; P01112; GST-Ras wt beads, Bodipy-FL-GTP binding, flow cytometry; actives lie on both sides; GTP binding activity, % at 10 µM;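 active = GTP binding activity at least 20% away from the 100% baseline, either lowered as inhibitor or raised as activator; inconclusive = flagged as likely green fluorescent, judged across all proteins in the well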;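 also: 0% = unlabeled GTP competition control and 100% = no-compound control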
Target sequence (P01112 whole entry, looked up): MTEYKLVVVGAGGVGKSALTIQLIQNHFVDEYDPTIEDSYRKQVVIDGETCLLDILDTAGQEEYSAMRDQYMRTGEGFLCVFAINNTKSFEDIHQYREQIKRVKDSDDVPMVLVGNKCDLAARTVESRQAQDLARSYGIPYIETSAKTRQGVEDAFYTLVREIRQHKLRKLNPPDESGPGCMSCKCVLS
Cdc42 wt GTP: human Cdc42 wildtype GTP binding change, either direction; P60953; GST-Cdc42 beads, Bodipy-GTP binding, flow cytometry; actives lie on both sides; percent activity (GTP binding), % at 10 µM; 0.2% of 190,000 active; AID 761;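 active = percent activity GTP binding at least 20 points away from the 100% baseline, either down as inhibitor or up as activator; inconclusive = compound flagged as likely green fluorescent from well-wide comparison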;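 also: median bead fluorescence of bound Bodipy-FL-GTP at 100 nM; 0% = excess unlabeled GTP control and 100% = no compound control; below 100% means less GTP binding so inhibitor and above means activator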
Target sequence (P60953 whole entry, looked up): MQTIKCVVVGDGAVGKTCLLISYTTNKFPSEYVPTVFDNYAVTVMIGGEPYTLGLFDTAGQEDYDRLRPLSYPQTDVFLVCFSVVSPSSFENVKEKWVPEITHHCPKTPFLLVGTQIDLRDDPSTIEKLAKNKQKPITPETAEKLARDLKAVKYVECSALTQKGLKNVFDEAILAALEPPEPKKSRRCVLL
Rac1 act GTP bind: alters GTP binding to activated mutant human Rac1 | 0.11% of 190,000 active | GST-Rac1 activated beads, fluorescent GTP binding, flow cytometry; actives lie on both sides; 100% means binding = to untreated wells | AID 764 | P63000 | percent activity (GTP binding), % at 10 µM;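 active = GTP binding at least 20 percentage points away from the 100% baseline, in either direction, so actives lie on both sides; inconclusive = Compound likely fluorescent itself, or too few beads counted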
Pf gamet viab: kills late stage P. falciparum gametocytes; inhibition, % at 10.9 µM; P. falciparum stage V gametocytes, ATP luminescence, 24 h; 0.065% of 150,000 active;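 active = inhibition above the mean plus 3 SD of compounds within the control limits, set per campaign, cut at about 38% in these data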;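 also: 0% = DMSO wells and 100% = medium only without gametocytes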
* = called active by the depositor; ? = inconclusive; / = no result given; & = joins results of further samples. Random draw from the library; 2.7% or so of the library scored in one or more.

SMILES	Rab7 wt GTP bind	Mcl1-Bid inh	Mcl-1 Bim block	Avidin bead fluor	Rac1 wt GTP bind	Rab2A wt mod	Mcl1-Noxa inh	HRas wt GTP	Cdc42 wt GTP	Rac1 act GTP bind	Pf gamet viab
CN(C)/C=C1\SC(=S)N(N2C(=O)C3C4C=CC(C4)C3C2=O)C1=O (configuration not stated)	102	-13	-1	9	95	98	7	96	95	95	2
C=CCNCCOCCOc1ccc(C)cc1Br	95	41	-1	13	103	105	28	105	106	104	/
Cc1ccc(Nc2nc(C(=O)NCCCN3CCOCC3)cs2)cc1	101	-23	-1	16	98	99	7	98	98	96	-4
COC(=O)Cn1cnc2sc3c(c2c1=O)CCCC3	99	-42	0	7	108	93	-12	100	95	101	/
Cc1nc(/C=C/c2ccccc2)[nH]c(=O)c1-c1ccccc1	100	-1	-5	3	103	98	10	99	102	102	-6
CCSc1ccc(C(=O)Nc2cccc(C)n2)cc1[N+](=O)[O-]	99	-12	-2	7	106	99	20	103	104	101	-10
O=C(Nc1cccnc1)c1cc(-c2ccc(Br)cc2)on1	97	15	-2	4	98	99	15	97	93	100	/
O=C(Nc1sc2c(c1C(=O)O)CCC2)c1ccccc1	97	72*	-1	6	98	97	32	99	99	94	-3
Cc1cc(CNC(=O)c2cccc([N+](=O)[O-])c2)c2ccccc2n1	104	-17	0	7	99	100	-6	98	99	97	12
CCN(CC)S(=O)(=O)c1ccc(C)c(NC(=O)CNCCN(C(C)C)C(C)C)c1	107	26	-1	19	103	103	34	102	97	101	14
Cc1c(O)ccc(C(=O)COc2ccc(F)cc2)c1O	102	-7	0	15	106	101	14	101	102	97	/
Cc1ccc(-c2nc(N/N=C/c3cccnc3)c3ccccc3n2)cc1	100	1	-1	6	97	97	24	98	98	98	/
Cc1ccc(N(C(=O)CC2NC(=O)NC2=O)C2(C(=O)NC3CCCC3)CCCCC2)cc1 (configuration not stated)	99	-7	-1	12	102	103	11	102	102	100	-19
Cc1ccc(CNc2nc3ccccc3n3nnnc23)cc1	98	26	1	5	99	100	35	99	99	98	0
CC1CC(N(C(=O)c2ccc(Cl)cc2)c2ccccc2)c2ccccc2N1C(=O)c1ccco1 (configuration not stated)	100	1	3	8	102	98	12	99	100	97	-12
Cc1ccc(NC(=O)COC(=O)Cc2csc(-c3ccc(Cl)cc3)n2)cc1C	99	6	-5	6	106	101	14	98	98	98	4
Cc1cc2ccccc2n2c(SCC(=O)NCC3CCCO3)nnc12 (configuration not stated)	97	-26	0	6	95	94	5	95	92	93	11
O=C(COC(=O)C1=COCCO1)NCc1ccc(Cl)cc1	108	-25	2	12	98	97	-4	99	97	97	15
Cc1nn(C)c(C)c1S(=O)(=O)NC1CCCc2ccccc21 (configuration not stated)	97	2	1	18	100	98	16	97	100	98	/
Cc1cc(N2CC(C)OC(C)C2)n2cc(-c3ccccc3)nc2n1 (configuration not stated)	94	80*	0	14	100	95	34	95	96	95	/
CN(CCc1ccccn1)Cc1ccc(Cl)cc1	100	29	-4	11	100	100	14	100	99	96	/
CCCn1nc(NS(=O)(=O)c2ccccc2)c2cc3cc(C)ccc3nc21	99	2	0	6	104	96	17	100	96	97	8
Cc1ccc2c(c1)C1CCCC3C1N2CC(=O)N3Cc1ccccc1 (configuration not stated)	94	-55	-3	6	102	99	51*	98	96	99	/
CC1CN/C(=C\C(=O)c2ccccc2)C(=O)N1 (configuration not stated)	100	-21	-3	3	105	104	3	104	107	102	/
Cc1c(O)c(=O)ccn1C	96	-15&-13	2&2	6&6	102	100	-31&-18	102	100	99	/
Cc1nn(C)cc1C(C)NC(=O)c1cc(COc2c(F)cccc2F)on1 (configuration not stated)	96	-22	-2	4	98	99	-1	97	97	96	1
O=C1NCCCC1C(=O)N/N=C/c1ccccc1O (configuration not stated)	99	-63	-5	6	105	100	-14	100	103	100	3
O=C(CN1CCN(Cc2ccccc2)CC1)Nc1ccc2c(c1)CCC2	95	33	3	23	94	94	38	95	95	92	/
COc1ccc(CNc2oc(COc3ccccc3)nc2C#N)cc1	107	-14	-2	9	115	107	1	104	107	102	15
Cn1c(=O)c2c(ncn2CCNC2=NCCCCC2)n(C)c1=O	107	-21	0	10	97	101	7	99	95	98	-4
CCC(CO)Nc1ccc(-c2nn(C)c(=O)c3ccccc23)cc1[N+](=O)[O-] (configuration not stated)	91	-25	0	9	93	93	-23	91	92	94	/
CCOC(=O)Cn1c(=O)n(C2CCCC2)c(=O)c2ccccc21	99	0	-2	8	95	96	3	97	96	97	/
Cc1cc2cc3c(N)[nH]nc3nc2cc1C	101	-105	0	23	103	100	12	101	100	98	-13
COCc1cc(=O)[nH]c(/N=C(\N)Nc2ccc(C)cc2C)n1	109	-17	0	6	101	102	-4	100	101	95	11
CCN(CC(=O)Nc1cccc(OC)c1)CC(=O)Nc1ccc(C)cc1Cl	92	20	-2	24	99	95	30	96	98	97	-14
COCc1ccc(C(=O)NC(C)c2cnn(-c3ccccc3C)c2C)o1 (configuration not stated)	106	-37	7	11	102	102	-16	102	99	95	-4
Cc1cc(C)c(C#N)c(SCc2ccccc2[N+](=O)[O-])n1	99	-18	-5	2	104	100	13	99	101	100	/
O=C(Nc1cccc(-c2cn3cccnc3n2)c1)c1ccco1	97	-7	-4	34	94	94	13	97	98	94	/
COc1ccc(OCCNC(=O)C(Cc2c[nH]c3ccccc23)NC(C)=O)cc1 (configuration not stated)	109	-35	-1	13	104	103	0	101	103	100	-11
CCOC(=O)CC(NC(=O)Cc1ccccc1)c1ccccc1Cl (configuration not stated)	97	-20	0	11	102	103	8	103	100	103	-4
O=C(Nc1cccnc1Cl)c1cccnc1Cl	96	-8	-2	1	101	100	3	97	100	99	/
CC(C)Oc1cccc(C(=O)NC(=S)NCc2cccnc2)c1	99	-13	-3	4	104	100	13	102	104	102	15
Cc1nn(-c2ccccc2)c(C)c1/C=N/NC(=O)CSc1nnc(SCc2cccc3ccccc23)s1	101	4	-2	4	103	98	17	101	101	101	5
CCNC(=S)NNC(=O)Cn1nc(C)cc1C	100	-10	-2	13	106	104	1	103	103	100	/
O=C(Nc1cccnc1)c1ccc(CN2CCc3ccccc3C2)cc1	?	-38	2	6	?	?	-9	?	?	?	/
Cc1cc(C)c2nc(NNC(=O)c3ccc(S(=O)(=O)N4CCCCC4)cc3)sc2c1	99	-25	0	6	106	101	-60	101	102	99	/
CSc1ncccc1C(=O)Nc1nc2ccc(F)cc2s1	?	-12	1	7	?	?	6	?	?	?	-7
O=C1CSC(=S)N1/N=C/C=C/c1ccccc1	102	-72	4	3	103	99	-27	101	103	100	-10
CCOC(=O)c1c(C)c(C(=O)Nc2cc(OC)ccc2OC)c(C)n1CC	96	-17	-2	24	100	96	-7	97	97	97	3
Cc1ccc(NS(=O)(=O)c2ccc(NC(=O)c3cccs3)cc2)cc1	101	-12	0	8	100	99	-8	101	99	96	/
CCOc1ccc2nc(SC3CC(=O)N(c4ccc(C)cc4)C3=O)sc2c1 (configuration not stated)	99	-22	-2	9	99	98	1	97	99	101	/
COc1ccc(-n2c(=O)c3c4c(sc3n(CC(=O)NCc3ccco3)c2=O)CCC4)c(OC)c1	99	-14	-1	31	102	99	-5	99	99	99	/
Cc1ccc(S(=O)(=O)Oc2cccc(N3C(=O)C4CC=CCC4C3=O)c2)cc1 (configuration not stated)	93	0	0	9	98	98	12	98	99	96	-14
Cc1cccc(NC(=S)N(CCCN2CCOCC2)Cc2cn(C)c3ccccc23)c1	95	-11	-1	9	102	98	14	99	101	100	-43
COc1ccc(-n2nc3ccc(NS(C)(=O)=O)cc3n2)cc1Cl	?	16	0	34	?	?	8	?	?	?	-11
COc1ccc(OCCn2cc(/C(N)=N/O)c3ccccc32)cc1	96	-16	-2	33	94	93	1	97	99	91	/
COc1ccc(N=Cc2cc3c(cc2O)OC(N)=C(C#N)C3c2ccccc2)cc1 (configuration not stated)	95	-25	0	14	100	95	34	96	96	98	-8

10 entries from above, ordered by number of heavy atoms, lowest first.
SMILES	Rab7 wt GTP bind	Mcl1-Bid inh	Mcl-1 Bim block	Avidin bead fluor	Rac1 wt GTP bind	Rab2A wt mod	Mcl1-Noxa inh	HRas wt GTP	Cdc42 wt GTP	Rac1 act GTP bind	Pf gamet viab
O=C(Nc1cccnc1Cl)c1cccnc1Cl	96	-8	-2	1	101	100	3	97	100	99	/
CN(CCc1ccccn1)Cc1ccc(Cl)cc1	100	29	-4	11	100	100	14	100	99	96	/
COC(=O)Cn1cnc2sc3c(c2c1=O)CCCC3	99	-42	0	7	108	93	-12	100	95	101	/
CSc1ncccc1C(=O)Nc1nc2ccc(F)cc2s1	?	-12	1	7	?	?	6	?	?	?	-7
Cc1nc(/C=C/c2ccccc2)[nH]c(=O)c1-c1ccccc1	100	-1	-5	3	103	98	10	99	102	102	-6
CN(C)/C=C1\SC(=S)N(N2C(=O)C3C4C=CC(C4)C3C2=O)C1=O (configuration not stated)	102	-13	-1	9	95	98	7	96	95	95	2
CCOC(=O)CC(NC(=O)Cc1ccccc1)c1ccccc1Cl (configuration not stated)	97	-20	0	11	102	103	8	103	100	103	-4
Cc1cc2ccccc2n2c(SCC(=O)NCC3CCCO3)nnc12 (configuration not stated)	97	-26	0	6	95	94	5	95	92	93	11
CCOC(=O)c1c(C)c(C(=O)Nc2cc(OC)ccc2OC)c(C)n1CC	96	-17	-2	24	100	96	-7	97	97	97	3
COc1ccc(N=Cc2cc3c(cc2O)OC(N)=C(C#N)C3c2ccccc2)cc1 (configuration not stated)	95	-25	0	14	100	95	34	96	96	98	-8
